From PubChem
USP1-UAF1 inh: Inhibitors of USP1/UAF1: Primary Screen; recombinant USP1/UAF1, Ub-Rhodamine cleavage fluorescence; Potency, µM (titrated, usually from 57.1 µM), inactives show at the top dose activity change, negative = inhibition, hits mostly inhibitors; actives 0.23% (n = 390,000); also: potency is read from the fitted curve at half-maximal effect; % is scaled to controls: 0 for no effect and ±100 for the full control effect; nearly all actives have a fitted effect of over 60% in size; inactives centre near -12
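In this screen, compounds sit with the deubiquitinase complex (1nM) for 15 min at room temperature before Ub-Rho is added at 150nM final. Fluorescence rise is then followed for 6 reads every 60 seconds.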
PGK inhibitor: qHTS Assay to Find Inhibitors of Phosphoglycerate Kinase | Phosphoglycerate kinase, glycosomal (Trypanosoma brucei brucei), P07378 | Potency, µM (highest dose often 57.5 µM), inactives show at the highest dose activity change, negative = inhibition, usual class: inhibitors | actives 0.043% (n = 380,000) | AID 602233, 2012 | PGK/GAPDH coupled, Kinase-Glo luminescence, 60 min; also: potency is read from the fitted curve at half-maximal effect; % is scaled to controls: 0 for no effect and ±100 for the full control effect; nearly all actives have a fitted effect of over 60% in size
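Luminescent ATP detection (Kinase-Glo Plus) follows a 60-minute room-temperature incubation, with wells lacking PGK as controls. Buffer: 100 mM TEA (pH 7.6), 5 mM MgCl2, 0.01% Tween-20. Coupling enzyme GAPDH (100 nM final) supplies unstable 1,3-BPG in-well.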
PI4K2A block: qHTS for small molecular inhibitors of PI4K2A | Phosphatidylinositol 4-kinase type 2-alpha (Homo sapiens), Q9BTU6 | purified PI4K2A, ADP-Glo luminescence, 1 h; active compounds read low | activity change, negative = inhibition, % at 76.9 µM | actives 0.13% (n = 420,000); in the data active = activity change below about -50%; inconclusive = mostly about -30% to -49%;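 also: -100% = wells without enzyme as full effect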
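PI4K2A activity was measured by ADP-Glo luminescence: enzyme (4 ug/mL stock) and phosphatidylinositol (1.2 mM stock) in Tris pH 7.5/MgCl2/EGTA/Triton X-100 buffer were reacted with ATP (300 microM stock) for one hour at ambient temperature.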
TrxR1 substrate: qHTS Assay for Substrates of Mammalian Selenoprotein Thioredoxin Reductase 1 (TrxR1): qHTS | Thioredoxin reductase 1, cytoplasmic (Rattus norvegicus), O89049 | purified TrxR1 substrate turnover, NADPH consumption readout | Potency, µM (titrated, usually from 114 µM), without a hit: at the highest dose activity change, negative = substrate turnover | actives 0.01% (n = 390,000) | AID 588456, 2011; also: potency is read from the fitted curve at half-maximal effect; % is scaled to controls: 0 for no effect and ±100 for the full control effect; nearly all actives have a fitted effect of over 50% in size
Target sequence (O89049 whole entry, looked up): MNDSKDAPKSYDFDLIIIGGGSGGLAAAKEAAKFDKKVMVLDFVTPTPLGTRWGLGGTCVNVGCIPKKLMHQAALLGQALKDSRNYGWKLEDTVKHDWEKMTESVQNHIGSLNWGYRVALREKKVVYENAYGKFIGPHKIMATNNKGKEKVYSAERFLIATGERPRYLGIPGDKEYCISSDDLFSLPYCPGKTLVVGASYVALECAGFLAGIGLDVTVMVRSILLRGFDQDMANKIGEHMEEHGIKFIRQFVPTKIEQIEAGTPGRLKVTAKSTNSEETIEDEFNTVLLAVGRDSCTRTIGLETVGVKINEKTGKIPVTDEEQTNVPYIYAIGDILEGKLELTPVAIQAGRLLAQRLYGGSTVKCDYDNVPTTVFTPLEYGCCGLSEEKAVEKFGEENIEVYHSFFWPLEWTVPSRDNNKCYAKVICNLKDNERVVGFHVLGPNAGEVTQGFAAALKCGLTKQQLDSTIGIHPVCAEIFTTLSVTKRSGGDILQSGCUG
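Rat TrxR1, dispensed at 90 nM, was prereduced with 400 uM NADPH (final) for 5 min at ~22 deg C, then incubated with compound 15 min before 400 uM selenite. A first-read NADPH fluorescence drop versus no-compound background flagged substrates.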
IDH1 R132H inh: qHTS for Inhibitors of mutant isocitrate dehydrogenase 1 (IDH1): qHTS. Isocitrate dehydrogenase [NADP] cytoplasmic (Homo sapiens), O75874. IDH1-R132H enzyme, NADPH consumption, diaphorase/resazurin fluorescence. Potency, µM (top dose mostly 76.6 µM), inactives show top-dose activity change, negative = inhibition, most hits filed as inhibitors. actives 0.093% (n = 390,000). AID 602179, 2012; also: potency is read from the fitted curve at half-maximal effect; % is scaled to controls: 0 for no effect and ±100 for the full control effect; nearly all actives have a fitted effect of over 65% in size
Target sequence (O75874 whole entry R132H, stated change not applied): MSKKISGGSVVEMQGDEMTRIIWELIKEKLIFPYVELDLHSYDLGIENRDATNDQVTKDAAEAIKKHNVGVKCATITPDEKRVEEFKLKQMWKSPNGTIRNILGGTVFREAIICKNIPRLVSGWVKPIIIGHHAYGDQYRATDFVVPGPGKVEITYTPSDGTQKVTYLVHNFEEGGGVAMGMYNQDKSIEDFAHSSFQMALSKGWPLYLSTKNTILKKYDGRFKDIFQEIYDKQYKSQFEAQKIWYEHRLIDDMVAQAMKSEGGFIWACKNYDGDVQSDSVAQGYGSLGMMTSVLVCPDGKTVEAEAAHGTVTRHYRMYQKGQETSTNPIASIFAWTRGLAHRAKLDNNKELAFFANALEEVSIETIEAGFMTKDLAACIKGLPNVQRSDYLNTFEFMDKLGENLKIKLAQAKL
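IDH1-R132H (0.5 ug/mL dispensed) in pH 7.5 Tris buffer was preincubated 30 min with compound, then given a substrate mix of 0.016 mM NADPH and 2 mM alpha-KG for 80 min at room temperature; remaining NADPH was read by diaphorase/resazurin fluorescence.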
GLS inh: qHTS for Inhibitors of Glutaminase (GLS). Glutaminase kidney isoform, mitochondrial (Homo sapiens), O94925. GLS enzymatic activity, qHTS titration. Potency, µM (doses to about 45.5 µM), for inactives: at the top dose activity change, negative = inhibition, most hits filed as inhibitors. actives 0.21% (n = 410,000); also: potency is read from the fitted curve at half-maximal effect; % is scaled to controls: 0 for no effect and ±100 for the full control effect
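Compounds were pin-transferred onto hKGA, after which L-glutamine (1 mM solution) and a detection mix of glutamate oxidase, HRP and Amplex Red were added. Initial and 30 min RT fluorescence reads were collected.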
Pin1 inhibitor: qHTS Assay to Find Inhibitors of Pin1; Peptidyl-prolyl cis-trans isomerase NIMA-interacting 1 (Homo sapiens), Q13526; Pin1 FP peptide displacement, HiFluor488, 10 min; Potency, µM (doses to about 115 µM), inactives show at the top dose activity, negative = inhibition, actives largely listed as inhibitors; actives 0.009% (n = 390,000); active = well fitted inhibition curve with a large enough effect in the polarisation, with a control signal flat, not every such curve was filed as active; inconclusive = small, poorly fitted or top-dose-only effect, or effect the other way, or a change in a side signal; inactive = no such curve, though single readings can be large or run the other way; the % refers to the polarisation; also: potency is read from the fitted curve at half-maximal effect; % is scaled to controls: 0 for no effect and ±100 for the full control effect
Target sequence (Q13526 whole entry, looked up): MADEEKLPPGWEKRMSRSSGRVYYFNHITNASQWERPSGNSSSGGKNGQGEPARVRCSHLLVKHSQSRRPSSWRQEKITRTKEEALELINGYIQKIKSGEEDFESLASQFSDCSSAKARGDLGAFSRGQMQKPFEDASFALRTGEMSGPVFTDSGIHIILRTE
HP1b chromo inh: HTS for Inhibitors of HP1-beta Chromodomain Interactions with Methylated Histone Tails. AlphaScreen HP1-beta / biotin-H3K9me3 peptide binding. Potency, µM (doses to about 114 µM), inactives show at the top dose activity change, negative = inhibition, most hits filed as inhibitors. actives 0.56% (n = 390,000). AID 540317, 2011; also: potency is read from the fitted curve at half-maximal effect; nearly all actives have a fitted effect of over 70% in size; inactives centre near 23
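Compound inhibition of the preformed complex between 50 nM HP1-beta and 50 nM biotinylated H3K9me3 peptide was read by AlphaScreen. Buffer was PBS pH 7.4 with 0.01% Tween-20. Incubations ran 30 min at room temperature, with 10 ug/mL donor/acceptor beads.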
rTrxR1 inhibitor: qHTS Assay for Inhibitors of Mammalian Selenoprotein Thioredoxin Reductase 1 (TrxR1): qHTS; Thioredoxin reductase 1, cytoplasmic (Rattus norvegicus), O89049; recombinant rTrxR1, NADPH fluorescence consumption, selenite substrate; Potency, µM (doses to about 114 µM), without a hit: at the top dose activity change, negative = inhibition, actives largely listed as inhibitors; actives 1% (n = 390,000); AID 588453, 2011; also: potency is read from the fitted curve at half-maximal effect; % is scaled to controls: 0 for no effect and ±100 for the full control effect; nearly all actives have a fitted effect of over 65% in size
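Rat TrxR1 (90 nM in the dispensed reagent) was pre-reduced with 400 uM NADPH for 5 min at room temperature, then incubated with compound for 15 min. After 400 uM selenite was added, NADPH fluorescence (Ex 340/Em 450 nm) was followed for 8 min.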
Active calls of the source: *; i = inactive; ? = inconclusive; · = no result given; & = joins results of further samples; [ ] = remark or other dose. Unless noted, calls follow the shape of the dose curve; as a rule, active = well fitted curve in the direction sought with a large enough effect; inconclusive = small, poorly fitted or top-dose-only effect, or another doubt; inactive = no such curve, though single readings can be large; an effect the other way counts as inactive or inconclusive.

SMILES	USP1-UAF1 inh	PGK inhibitor	PI4K2A block	TrxR1 substrate	IDH1 R132H inh	GLS inh	Pin1 inhibitor	HP1b chromo inh	rTrxR1 inhibitor
Cc1cnc([N+](=O)[O-])n1CCOC(=O)NC(=O)c1ccc(C(F)(F)F)cc1	?	-4.8%	-3.1	2.2%[57.1 µM]	0.0%	-14.9%	-4.9%	5.2%	28.8%[57.1 µM]
Cc1cccc(/C=N/NC(=O)NC2CCCCC2)c1	-3.1%	-3.7%	3.7	1.1%[57.1 µM]	3.1%	3.6%	4.7%	5.6%	-2.4%[57.1 µM]
Cc1ccc(-c2nnn(CC(=O)N(Cc3ccco3)C(C(=O)NC3CCCC3)c3cccs3)n2)o1 (centres undefined)	-12.7%	i	-5.8	-6.6%	10.2%	3.3%	?	14.0%	?
C/C=C(/C)C(=O)Nc1cccc(C2=NOC3(C2)C[C@H](C(N)=O)N(C(=O)COc2ccc(Cl)cc2)C3)c1 (some centres undefined)	-20.6%	-1.2%	5.3	1.9%[57.1 µM]	-0.3%	-9.8%	-4.5%	41.2%[activator]	21.5%[57.1 µM]
CC1CCCC(NC(=O)CSc2nnc(N)s2)C1C (centres undefined)	-9.0%	-1.5%	-0.5	12.3%[57.1 µM]	0.4%	0.5%	-0.5%	14.8%	7.1%[57.1 µM]
CCOC(=O)c1cc2c(=O)n3ccccc3nc2n(CC2CCCO2)c1=NC(=O)c1cc(C)cc(C)c1 (centres undefined)	?	-5.5%	3.0	21.2%	?	-0.2%	-4.9%	20.5%	16.9%
CCn1nc(CCC(=O)O)c2ccccc2c1=O	-17.7%	-1.5%	2.0	0.0%	0.0%	-4.4%	-4.5%	26.9%	-5.4%
COc1ccccc1CNC(=O)COC(=O)Cc1c(F)cccc1Cl	4.5%	-5.1%	-2.4	7.4%[57.1 µM]	27.6%	0.0%	7.7%	41.3%[activator]	?
Cc1cc(C(=O)COC(=O)/C=C/c2cccc(Br)c2)c(C)n1C	-19.1%	4.4%	-3.1	-0.6%	2.6%	0.2%	-2.4%	?	15.4%
COc1ccc(C2SCCN2C(=S)Nc2cccc(C(F)(F)F)c2)cc1 (centres undefined)	-11.9%	i	-2.4	-4.9%	10.1%	2.6%	-0.1%	35.0%	0.5%
Cc1c(C(=O)NCCc2ccc(Cl)cc2)cccc1-n1cnc2cccnc21	-9.7%	-8.8%	-7.8	-5.9%	12.2%	5.8%	1.0%	49.6%[activator]	-4.1%
COc1cc(C(=S)N2CCCC2)ccc1OC(=O)c1ccc(Cl)cc1[N+](=O)[O-]	-20.9%	-6.5%	3.9	1.3%[57.1 µM]	3.9%	-3.4%	-4.1%	-12.9%	13.1%[57.1 µM]
c1csc(CNc2ncnc3ccc(-c4ccoc4)cc23)c1	·	i	-1.0	13.3%[57.1 µM]	·	-8.9%	0.5%	37.6%	19.3%[57.1 µM]
CC(C)(C)C1CCC(C(=O)Nc2cccnc2)CC1 (centres undefined)	-20.4%	0.7%	1.9	-4.0%	-7.8%	-1.3%	2.3%	45.3%[activator]	19.4%
COc1ccc(C2=NN(CN3C(=O)C(=O)c4ccccc43)C(c3cccc([N+](=O)[O-])c3)C2)cc1 (centres undefined)	-22.2%	-14.5%	6.7	2.4%[57.1 µM]	-7.4%	7.7%	-9.3%	-16.1%	20.3%[57.1 µM]

In a second layout: two of the compounds above.
Screens in order: USP1-UAF1 inh	PGK inhibitor	PI4K2A block	TrxR1 substrate	IDH1 R132H inh	GLS inh	Pin1 inhibitor	HP1b chromo inh	rTrxR1 inhibitor
COc1ccccc1CNC(=O)COC(=O)Cc1c(F)cccc1Cl
  4.5%	-5.1%	-2.4	7.4%[57.1 µM]	27.6%	0.0%	7.7%	41.3%[activator]	?
Cc1cc(C(=O)COC(=O)/C=C/c2cccc(Br)c2)c(C)n1C
  -19.1%	4.4%	-3.1	-0.6%	2.6%	0.2%	-2.4%	?	15.4%

Going on with the list.
SMILES	USP1-UAF1 inh	PGK inhibitor	PI4K2A block	TrxR1 substrate	IDH1 R132H inh	GLS inh	Pin1 inhibitor	HP1b chromo inh	rTrxR1 inhibitor
CCOc1ccc(OCCn2ccnc2)cc1	1.9%	3.6%	1.7	1.7%	-0.8%	14.5%	2.5%	?	-0.5%
CCCCN(Cc1ccccc1)C(=O)CN(C)S(=O)(=O)c1ccc2c(c1)c(=O)n(C)c(=O)n2C	-19.3%	-7.0%	-1.3	7.0%	12.5%	-1.1%	1.2%	70.7%[activator]	10.5%
Cc1nnc(SC(C)C(=O)Nc2nccs2)s1 (centres undefined)	-21.3%	-9.0%	-5.4	9.3%	9.5%	2.1%	0.0%	38.3%	35.4%
CC(=O)N(c1cccc(C)c1)C1SC(=O)N(c2ccccc2)C1=O (centres undefined)	-9.6%	2.5%	16.7	9.0%[57.1 µM]	0.9%	13.5%	1.4%	43.9%	8.6%[57.1 µM]
CNCC(O)Cn1c(C(F)(F)F)nc2ccccc21 (centres undefined)	0.3%	10.8%	7.5	6.6%	-1.8%	11.5%	0.9%	31.0%	?
O=C(Nc1ccc(Cl)cc1)OCc1cncs1	-7.4%	i	-4.9	-10.9%	0.3%	-1.8%	-6.1%	24.2%	0.3%[57.1 µM]
O=c1c2c([nH]c3ccccc13)C(=C1CCCC1)CC2	-24.4%	-9.3%	1.7	-8.2%[57.1 µM]	15.9%	-22.4%	-1.5%	24.3%	-20.7%[57.1 µM]
Cc1ccc(Cn2c(=N)n(CC(O)c3ccco3)c3ccccc32)cc1 (centres undefined)	-13.9%	-1.2%	-5.4	3.3%	5.9%	11.2%	20.8%	-5.6%	3.2%
O=C(Cn1nnc(-c2cccs2)n1)Nc1ccccc1C(F)(F)F	-11.4%	-3.3%	-0.2	-0.7%	16.0%	-2.1%	4.6%	21.6%	27.5%[0.0914 µM]
CC1CCCCC12NC(=O)N(CC(=O)NC(=O)NCc1ccco1)C2=O (centres undefined)	-13.6%	-7.8%	-1.8	4.6%	8.5%	-9.6%	7.0%	34.4%	-3.7%
Nc1ncnc2c1ncn2[C@@H]1O[C@H](CO)[C@@H](O)[C@@H]1O	-24.8%	-1.5%	-14.5	21.8%	5.1%	-11.7%	4.0%	16.1%	61.9%[activator]
Cc1nn(-c2ccccc2)c(C)c1C(=O)OCC(=O)Nc1ccccc1C(F)(F)F	-8.2%	-2.9%	-1.8	2.5%	-1.0%	1.3%	-0.2%	20.2%	27.2%
O=C(Nc1ccc(O)c(-c2nc3ccccc3o2)c1)c1ccco1	-12.4%	-1.5%	3.7	-4.3%	-16.5%	5.4%	1.3%	26.2%	5.4%
CC1=C(C(=O)Nc2ccccc2)C(C(C)C)n2nc(SCc3ccccc3C)nc2N1 (centres undefined)	-21.5%	-9.5%	2.2	3.0%	2.2%	1.9%	4.1%	33.3%	10.7%
CCc1c(C)nc2[nH]nc(-c3ccccc3C)n2c1=O	-10.4%	-8.8%	-8.4	21.1%	4.2%	-2.2%	-0.3%	7.0%	33.1%[57.1 µM]
COCc1nnc(NC(=O)c2ccc(S(=O)(=O)N3CCCc4ccccc43)cc2)o1	-17.1%	-1.6%	-1.1	3.2%[57.1 µM]	-9.2%	0.0%	-0.8%	7.9%	8.0%[57.1 µM]
CCOc1ccc(C(=O)Nc2ccc(C(F)(F)F)n(C)c2=O)cc1	-23.1%	i	4.0	15.7%	7.2%	-4.4%	-0.1%	56.0%[activator]	37.3%[activator]
CC(C)CCn1c(SCC(=O)OCn2nnc3ccccc3c2=O)nc2ccccc2c1=O	-15.5%	-6.7%	0.3	-4.9%	-0.7%	-11.9%	4.8%	29.3%	8.1%
CN(CC(=O)Nc1ccc(S(N)(=O)=O)cc1)Cc1ccccc1F	-11.1%	-10.7%	-3.0	-0.4%	-6.6%	0.4%	0.7%	30.6%	?
COc1ccc(OC)c(NC(=O)Nc2ccc3c(c2)CCC3)c1	-8.8%	-0.5%	2.3	-4.2%	0.0%	2.1%	0.0%	2.2%	6.8%
Cc1cccc2c1Sc1ccccc1CC2=O	-21.2%	i	5.3	-7.4%[57.1 µM]	14.7%	2.3%	4.2%	186.9%[activator]	7.9%
COc1cccc(COCCN2CCN(S(=O)(=O)c3ccccc3)CCC2=O)c1	·	·	·	-0.5%	·	·	-1.4%	20.2%	5.8%
Cc1c(C(=O)N(Cc2ccc(N(C)C)cc2)CC2CCCO2)oc2ccccc12 (centres undefined)	?	-9.0%&-0.2%	3.8&-5.5	-13.3%&1.7%	11.9%&4.6%	-1.9%&5.8%	3.7%&-8.7%	?	-12.2%&31.7%

A portion of the library (hit frequency here may not be typical).
